Source: PubChem BioAssay (several laboratories)
ABHD5 PLIN5 PPI: ABHD5-PLIN5 protein interaction inhibition; Split G. princeps luciferase complementation, luminescence, 4 h; AID 602281; 360,000 tested, 0.78% active; inhibition, % at 4 µM;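 active = inhibition above the mean inhibition across every tested compound plus 3 SD, cut at about 22% in these data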;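 also: 0% = DMSO only wells and the 100% control is not disclosed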
Target sequence (Q00G26 whole entry, looked up): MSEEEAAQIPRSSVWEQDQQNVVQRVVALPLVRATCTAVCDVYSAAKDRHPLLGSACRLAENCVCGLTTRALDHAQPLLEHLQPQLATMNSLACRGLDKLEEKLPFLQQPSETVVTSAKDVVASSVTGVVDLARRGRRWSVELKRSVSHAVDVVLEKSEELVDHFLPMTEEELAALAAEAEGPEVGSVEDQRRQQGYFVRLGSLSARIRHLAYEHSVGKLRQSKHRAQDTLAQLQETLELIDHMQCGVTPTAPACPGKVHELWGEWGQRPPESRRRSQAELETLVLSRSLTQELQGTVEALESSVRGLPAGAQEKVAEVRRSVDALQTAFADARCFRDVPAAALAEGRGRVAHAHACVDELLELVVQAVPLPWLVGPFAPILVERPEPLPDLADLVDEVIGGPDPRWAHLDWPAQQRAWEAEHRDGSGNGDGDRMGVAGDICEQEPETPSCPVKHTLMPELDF
Target sequence (Q8WTS1 whole entry, looked up): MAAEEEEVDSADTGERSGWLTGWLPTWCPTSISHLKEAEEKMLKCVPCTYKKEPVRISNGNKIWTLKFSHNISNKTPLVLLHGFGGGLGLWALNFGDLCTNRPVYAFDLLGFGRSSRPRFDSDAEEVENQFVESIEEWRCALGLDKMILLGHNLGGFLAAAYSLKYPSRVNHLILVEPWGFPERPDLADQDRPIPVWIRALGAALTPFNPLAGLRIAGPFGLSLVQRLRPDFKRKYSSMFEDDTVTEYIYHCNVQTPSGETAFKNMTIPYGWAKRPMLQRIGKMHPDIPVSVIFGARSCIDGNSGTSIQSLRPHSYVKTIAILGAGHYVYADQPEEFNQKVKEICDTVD
ABCB6 inh MLPCN: human ABCB6 transporter inhibition. K562-ABCB6 porphyrin accumulation, flow cytometry, 1 h; active compounds read low. fluorescence ratio to DMSO, % at 10 µM. AID 602162. 360,000 tested, 0.19% active;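 active = fluorescence ratio to DMSO below 75%, the collection mean minus 3 SD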;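 also: signal is porphyrin accumulated inside mitochondria; 100% equals median channel fluorescence of DMSO control wells; lower ratio means ABCB6 inhibition with less porphyrin fluorescence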
N-glyco inh: N-linked glycosylation inhibition | D54 ERlucT glycosylation luciferase reporter, 24 h; percent of 100 nM tunicamycin response | reporter increase, % at 12.5 µM | 360,000 tested, 0.23% active | AID 588692;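 active = mean luciferase reporter signal, scaled so untreated is 0 and the glycosylation-blocking control 100, at or above a set limit in every replicate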;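 also: luciferase carries N-glycosylation sites so blocking glycosylation raises the light; 0% = median of neutral control wells and 100% = median of 100 nM tunicamycin wells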
Cardio protect: modulators protecting cardiomyocytes from myocardial damage | H9c2 cardiomyocytes, H2O2 injury protection, ATPLite, 2 h | protection from H2O2 cell death, % at 20 µM | 360,000 tested, 0.63% active;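 active = compounds giving at least 50% protection of heart cells from peroxide-induced death in the single-dose screen, raw or plate-pattern-corrected value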;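 also: 0% = DMSO wells with peroxide and 100% = DMSO wells without peroxide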
Exocytosis inh: blocks lytic granule exocytosis; TALL-104 LAMP-1 surface exposure, flow cytometry; cells stimulated with thapsigargin and PMA; inhibition, % at 10 µM; 360,000 tested, 0.66% active;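 active = inhibition above about 55%, limit read from the data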
MC4R ag barr: activates human MC4R beta-arrestin recruitment. P32245. U2OS MC4R beta-arrestin complementation, luminescence; percent of melanotan II response, DMSO zero. activation, % at 8.9 µM. 360,000 tested, 0.98% active;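 active = activation above a per-plate cutoff, the mean activation of sample wells on that plate plus 3 SD, cut at about 8% in these data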
hiPSC survival: enhancers of human iPSC single-cell survival. hiPSC single-cell survival, ATPlite luminescence; 100% = ROCK inhibitor wells, 0% = DMSO. survival enhancement, % at 20 µM. 360,000 tested, 0.044% active; in the data active = survival enhancement above about 18%;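 also: cells exposed to compounds for 16 hours before the ATP read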
m5-HT2A agonist: activates the mouse 5-HT2A serotonin receptor | P35363 | CHO-K1 mHTR2A beta-arrestin complementation, luminescence; percent of 30 µM serotonin response | activation, % at 7.6 µM | 360,000 tested, 0.66% active;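 active = activation above a run cutoff, the mean activation of all tested compounds plus 3 SD, cut at about 14% in these data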;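 also: 0% = plate median of compound wells and 100% = 30 µM serotonin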
MC4R antagonist: human MC4R antagonism in cAMP assay. P32245. MC4R-expressing cells, MTII-stimulated cAMP, LANCE TR-FRET. inhibition, % at 6.5 µM. 360,000 tested, 0.48% active. AID 540295;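 active = inhibition above its plate's cutoff, the mean of tested wells on that plate plus 3 SD, cut at about 29% in these data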;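 also: 0% = Melanotan II alone and 100% = Melanotan II plus saturating MCL0020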
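Assay system: U2OS cells stably expressing human melanocortin 4 receptor (MC4R) / Dosing: 6.5 µM / Timing: compound 30 min, challenge 1 h, detection 1 h / Measured by: Eu-cAMP/anti-cAMP TR-FRET, emission 671 nm / Replicates: singlicate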
aDG glyco act: alpha-DG glycosylation activation | 360,000 tested, 0.22% active | Pro5-aDG cells, alpha-DG glycosylation AlphaScreen (IIH6); 0% Pro5, 100% B10-LARGE cell signal | activation, % at 10 µM;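 active = activation of at least 8% versus controls, or a plate z-score of at least 8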;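 also: Pro5 are CHO cells carrying HIG-tagged alpha-DG that lacks glycosylation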
An asterisk follows results filed as active; / = not tested or not shown.

SMILES	ABHD5 PLIN5 PPI	ABCB6 inh MLPCN	N-glyco inh	Cardio protect	Exocytosis inh	MC4R ag barr	hiPSC survival	m5-HT2A agonist	MC4R antagonist	aDG glyco act
O=C(Cn1c(NCCO)nc2ccccc21)c1ccc([N+](=O)[O-])cc1	-5	98	5	0	1	1.0	-0.9	-2	23	0.0
CC(=O)OC1CC(n2ccc(NC(=O)c3ccccc3)nc2=O)OC1CO (stereo not drawn)	2	101	1	36	-1	-0.8	-1.9	0	5	0.4
N#Cc1cc2c(nc1SCc1ccccc1)CCCCC2	-13	102	-1	-19	-2	0.8	0.4	-5	6	0.1
Cc1ccnc(-n2sc3ccccc3c2=O)n1	-2	98	2	24	6	0.9	-2.1	6	6	0.2
CC(=O)Nc1ccc(NC(=O)C(C)OC(=O)CNS(=O)(=O)c2cccc(Cl)c2)cc1 (stereo not drawn)	4	97	4	6	-3	-2.7	-0.6	7	15	0.0
CCOc1ncccc1C(=O)NCc1ccccc1F	-1	95	0	11	1	-1.4	1.4	-2	-3	-0.1
O=C(CN1CCN(c2ccccc2F)CC1)NCc1ccc(Cl)cc1	-2	101	0	-3	-2	-0.6	0.5	-7	3	0.2
Cc1ccccc1C(=O)NC(=S)NCc1ccccc1	4	96	-2	-12	-3	0.1	1.1	-2	4	0.0
CCN(CC)C(=O)Cn1cc(C(=O)C(=O)N2CCN(c3ccc([N+](=O)[O-])cc3)CC2)c2ccccc21	0	94	-3	-7	-3	-3.2	-0.5	-2	19	0.3
CCN1CCN(c2ncc(C(=O)N3CCCc4ccccc43)c3ccccc23)CC1	-2	90	-1	5	3	-1.2	-1.5	-2	2	0.0

3 entries from above, sorted by the number in Exocytosis inh, falling.
Molecule,Exocytosis inh
Cc1ccnc(-n2sc3ccccc3c2=O)n1,6
CCN1CCN(c2ncc(C(=O)N3CCCc4ccccc43)c3ccccc23)CC1,3
CC(=O)Nc1ccc(NC(=O)C(C)OC(=O)CNS(=O)(=O)c2cccc(Cl)c2)cc1 (stereo not drawn),-3

(next part)
SMILES	ABHD5 PLIN5 PPI	ABCB6 inh MLPCN	N-glyco inh	Cardio protect	Exocytosis inh	MC4R ag barr	hiPSC survival	m5-HT2A agonist	MC4R antagonist	aDG glyco act
CN(C(=O)COC(=O)COc1ccccc1F)C1CCS(=O)(=O)C1 (stereo not drawn)	-2	91	3	7	0	-0.6	-0.8	-1	4	-0.1
CCOc1ccc(-n2c(SCC(N)=O)nnc2-c2cccnc2)cc1	-5	94	0	6	-4	0.2	0.0	0	1	0.1
CC(=O)Nc1sc(-c2ccc(Cl)cc2)nc1-c1ccccc1	8	93	0	6	5	1.8	-0.5	1	0	0.9
COc1ccc(/C=C\c2cc(OC)c(OC)cc2CC[N+](C)(C)C)cc1OC	2	91	3	-1	1	-2.2	0.3	5	-16	0.0
CCCCSc1cc(=O)n(-c2ccccc2)nc1C(=O)OCC	4	93	-2	0	-6	1.6	2.6	1	20	0.1
O=C1OC(Sc2ccccc2)(c2ccccc2)c2ccccc21 (stereo not drawn)	0	107	-2	-8	1	1.2	-3.0	-4	10	0.2
CCOc1ccc(Br)cc1S(=O)(=O)Nc1cccnc1	0	95	0	0	-4	0.9	1.7	7	-1	-0.1
CCOc1ccc(NC(=O)CCC(=O)NNC(=O)c2ccccc2Cl)cc1	-9	95	0	-2	0	-1.9	-0.4	-10	1	0.0
COCC1CCN(Cc2cn[nH]c2-c2ccc(OC)c(F)c2)C1 (stereo not drawn)	-3	100	1	11	-3	0.1	-0.2	-7	-11	-0.2
CCOC(=O)C1(C)/C(=N/Nc2cccc(Cl)c2)C(=O)C(=O)N1c1ccccc1 (stereo not drawn)	1	111	-1	3	7	-1.7	-1.4	5	4	-0.1
CN1CCN(CC(=O)n2c3c(c4ccccc42)CCCC3)CC1	4	101	-3	11	2	0.3	-1.5	-1	-3	0.0
CSc1ccccc1NC(=O)Cn1nc([N+](=O)[O-])cc1C	-2	103	3	-6	-2	-2.2	-0.3	0	9	-0.1
CS(=O)(=O)N1N=C(c2ccco2)CC1c1cccc([N+](=O)[O-])c1 (stereo not drawn)	3	94	-2	8	0	3.3	-0.4	4	1	0.3
O=C(COC(=O)c1nc(Cl)ccc1Cl)NCc1cccs1	8	96	1	-2	2	0.4	-0.1	-3	0	-0.1
COc1cc(CN2CCN(C(=O)c3ccccc3F)CC2)cc(OC)c1OC	4	97	-1	4	2	-1.6	-0.7	-1	-1	0.1
CCCCNC(=O)c1ccccc1C(=O)NC1(C(=O)NCCCC)CCCC1	-11	99	0	6	-2	0.1	7.0	1	4	0.0
Cc1ccccc1OCC(=O)NNC(=O)Cn1[nH]c(=O)c2ccccc2c1=O	5	96	2	53*	4	-2.0	1.8	-2	-7	-0.1
Cc1cc(NC(=O)c2ccc(Cl)cc2)n(CCOC(=O)c2ccc(Cl)cc2)n1	-3	100	-4	-13	17	0.5	-1.9	-1	2	0.4
O=c1c(O)cccc2cc(O)c(O)c(O)c12	8	91	3	16	1	-1.3	-0.5	5	-5	0.2
O=C(CCNC(=O)c1ccco1)Nc1ccccc1	4	94	2	6	0	0.4	-0.5	1	-1	0.0
O=C(NCCCn1ccnc1)c1cccnc1	3	100	6	12	1	-0.9	0.4	2	4	-0.2
CC(C)c1nnc(NC(=O)c2cc3cc(Br)ccc3oc2=O)s1	9	94	1	4	0	1.5	-0.3	3	6	-0.3
OC(c1ccccc1)(c1ccccc1)c1nccn1-c1ccccc1	-7	96	0	1	2	-1.9	0.7	-4	5	0.0
COc1ccc(-c2nsc(C(=O)N(c3ccc(F)cc3)C(C(=O)NC3CCCC3)c3ccc(OC)cc3)c2N)cc1 (stereo not drawn)	3	99	-4	2	0	-2.8	-0.1	1	-2	-0.4
CCOC(=O)Cn1nc(C)c(NC(=O)COc2ccc(OC)cc2)c1C	-4	100	1	1	3	0.1	-0.2	-2	-1	0.1
O=C(CCNC(=O)c1ccccc1Cl)NCC(c1ccc(F)cc1)N1CCOCC1 (stereo not drawn)	5	96	0	-1	13	-2.7	-0.3	-4	1	0.2
CC(=O)NC(C)(c1ccccc1)c1nc(-c2csc3ccccc23)cs1 (stereo not drawn)	-10	81	-3	-8	-4	0.6	2.9	-4	-5	-0.2
COc1ccc(CN2C(=O)CSCC2(C)C(=O)Nc2c(C)cccc2C)cc1 (stereo not drawn)	0	/	/	/	-4	/	/	-2	/	0.0
O=C(NC(=S)Nc1ccc(S(=O)(=O)NC2CCCCC2)cc1)c1cccs1	1	91	-3	-11	0	-1.2	-1.0	-8	0	0.3
O=C1NC(=O)N(c2ccccc2)C1=O	-5	86	1	5	-6	-1.1	0.1	-1	4	-0.1
CCOC(=O)C1=C(C)Nc2sc(C(=O)c3ccc(C)cc3)c(N)c2C1c1ccc(C(=O)OC)cc1 (stereo not drawn)	0	102	-3	12	-4	-3.4	-1.1	5	5	0.2
CCCN=C1CC(C)(C)CC(=O)/C1=C(/O)CCC	2	101	1	7	7	0.7	0.3	3	12	0.0
O=C(CC(c1ccccc1)c1ccco1)Nc1nccs1 (stereo not drawn)	6	100	3	8	3	-0.8	3.2	-1	9	-0.2
CCOc1cc(CNCc2ccccn2)ccc1OCC(=O)NC(C)(C)C	5	103	-3	-9	-2	2.1	-1.4	-1	1	1.1
CCCCn1c(N)c(N(CCC(C)C)C(=O)c2cc(S(=O)(=O)N3CCOCC3)ccc2F)c(=O)[nH]c1=O	8	95	-1	-2	2	2.3	-0.5	10	-5	-0.1
CCN1C[C@@H]2[C@@H]3C(=O)N(Cc4ccccc4)C(=O)[C@@H]3[C@](CC)(C1=O)N2C(=O)c1ccc(C(C)(C)C)cc1	0	93	0	6	-3	-0.8	-0.8	2	2	0.1
Cc1ccc(C(=O)NCCSC2CCCCC2)cc1S(=O)(=O)Nc1ccccc1	-4	99	-5	-3	-3	3.1	-0.3	0	13	-0.1
COc1cc(/C=N/Nc2nc(N3CCCC3)nc(N3CCCC3)n2)ccc1OCc1ccccc1F	-4	96	-3	8	-5	-2.0	1.1	6	7	0.1
FC(F)(F)c1cc(CCN2C(=S)NC[C@@H]2Cc2ccccc2)cc(C(F)(F)F)c1	-15	92	-7	-6	-18	-0.1	-0.3	-4	-2	0.1
O=C(COC(=O)C1CC1)Nc1ccc2[nH]c(=O)[nH]c2c1	-8	97	3	-2	-1	0.2	0.1	6	-5	-0.1
COc1ccccc1C(=O)NCC(=O)OCC(=O)Nc1cccc(S(=O)(=O)N2CCCCCC2)c1	-6	99	-1	-6	-1	0.1	-2.0	1	10	0.3
Nc1c2c(nc3ccccc13)N(C1CCCCC1)CC2	1	95	-5	-16	6	-0.2	-2.1	-5	10	2.2
COC(=O)C1=C(C)NC2=C(C(=O)CC(C)(C)C2)C1c1cnn(C)c1C (stereo not drawn)	3	104	0	-2	-1	0.0	-0.9	6	20	-0.5
CCOc1ccc(OCC)c(NC(=O)C2CCCN(c3nc(C)cc(C)n3)C2)c1 (stereo not drawn)	-9	98	0	2	-3	0.2	5.8	-4	1	-0.1
Cc1cc(C)cc(NC(=O)Nc2ccc3c(c2)N(C)C(=O)CS3)c1	-3	97	0	-9	4	3.3	1.8	-8	24	0.1
N#Cc1nc(Cc2ccccc2)oc1N1CCN(c2cccc(Cl)c2)CC1	-7	101	-2	-2	2	0.5	-0.6	1	13	0.0
CS(=O)(=O)N1CCN(c2ccccc2NC(=O)c2ccc(Cl)cc2)CC1	2	89	0	4	-1	0.0	-1.9	2	-1	1.2
COc1ccc(/C(O)=C2/C(=O)C(=O)N(CC3CCCO3)C2c2ccc(O)c(OC)c2)cc1 (stereo not drawn)	3	99	2	-4	-1	-1.7	-0.3	0	-1	-0.2
Cc1ccc(S(=O)(=O)/N=C(/Nc2c(C)n(C)n(-c3ccccc3)c2=O)c2ccccc2)cc1	4	99	-2	2	-1	-1.1	-1.0	2	14	0.2
O=S(=O)(Nc1nc2c(s1)CCCC2)c1ccc(Br)cc1	1	93	-1	-12	0	-0.5	-1.9	-1	5	-0.2
Remaining list, next part
SMILES	ABHD5 PLIN5 PPI	ABCB6 inh MLPCN	N-glyco inh	Cardio protect	Exocytosis inh	MC4R ag barr	hiPSC survival	m5-HT2A agonist	MC4R antagonist	aDG glyco act
CSc1nccc(Oc2cccc(C#N)c2)n1	-8	103	-2	-1	6	-1.5	3.0	-1	20	0.2
COc1ccc(CN(C)CC2CCCN(CCc3ccc(F)cc3)C2)cc1OC (stereo not drawn)	0	100	-1	6	60*	-1.0	-0.5	-5	8	1.0
COc1ccc(F)cc1S(=O)(=O)Nc1ccc2c(c1)OCO2	-5	103	1	4	-4	1.2	0.1	1	1	-0.3
CCC(=O)N(c1nnc(SCC(=O)NN2C(=O)NC3(CCCCC3)C2=O)s1)C1CC1	1	92	-1	10	1	-0.8	-0.3	3	3	-0.3
Cc1ccc(C)c(NC(=O)COC(=O)CCCN=C2NS(=O)(=O)c3ccccc32)c1	0	99	0	2	-8	-1.7	1.0	0	7	-0.2
O=C(CCn1c(=O)oc2ccccc21)n1c(=O)oc2ccccc21	2	94	-1	22	2	1.4	0.4	4	9	0.1

As entered above:
m5-HT2A agonist with COc1ccc(CN(C)CC2CCCN(CCc3ccc(F)cc3)C2)cc1OC (stereo not drawn) = -5
N-glyco inh with CCC(=O)N(c1nnc(SCC(=O)NN2C(=O)NC3(CCCCC3)C2=O)s1)C1CC1 = -1
ABHD5 PLIN5 PPI with CSc1nccc(Oc2cccc(C#N)c2)n1 = -8
